Source: PubChem (National Center for Advancing Translational Sciences (NCATS))
IL1B secr inh: inflammasome signaling inhibition, IL-1 beta readout; THP-1 LPS/ATP IL-1B secretion, AlphaLISA, 16 h; stronger effect = lower value; 360,000 tested, 4.7% active; activity change, % at 57.5 µM; in the data active = activity change below about -50%; inconclusive = mostly about -30% to -49%; note: % is set by controls: 0 for no effect and ±100 for the full control effect
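THP-1 cells pretreated 1 hr with compounds (up to 57.5 uM final), then stimulated with LPS (250 ng/mL final) plus ATP (1.25 mM final); secreted IL-1B measured by AlphaLISA after 16 hr, decreased signal indicating inhibition.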
KB-3-1 tox: KB-3-1 parental cell cytotoxicity; Potency, µM (series often up to 46.1 µM), without a hit: top-dose activity change, negative = cytotoxic, hits mostly cytotoxic; 400,000 tested, 1.4% active; KB-3-1 viability, CellTiter-Glo ATP luminescence, 72 h; note: potency is the fitted concentration of half-maximal effect; % is set by controls: 0 for no effect and ±100 for the full control effect; nearly all actives have a fitted effect of over 60% in size
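Luminescent ATP read-out (CellTiter-Glo) measures survival of drug-naive KB-3-1 cells after 72 h compound exposure at 37 °C. Titration series was screened from lowest to highest concentration, with DMSO vehicle plates as background controls.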
HT1080-NT tox: kills 2HG-producing HT-1080-NT fibrosarcoma cells | 360,000 tested, 1.6% active | Potency, µM (titrated, usually from 46.1 µM), for the others: at the highest dose activity, negative = less viability, actives largely listed as cytotoxic | HT-1080-NT fibrosarcoma viability, CellTiter-Glo ATP luminescence, 48 h;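 note: NT is the 2HG producing partner of a matched IDH1 knockdown line; potency is the fitted concentration of half-maximal effect; 0% = DMSO-treated cells and -100% = media-only wells without cells; nearly all actives have a fitted effect of over 55% in size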
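Read-out is CellTiter-Glo luminescence after 10 minutes at room temperature, following 48 hours' compound treatment of HT-1080-NT cells (750 cells/well, RPMI, 5% FBS, 37 degrees C).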
KB-V1 cytotox: kills drug-selected multidrug resistant KB-V1 cells; 400,000 tested, 3.4% active; AID 1347076; Potency, µM (series often up to 46.1 µM), inactives show at the highest dose activity change, negative = cytotoxicity, most hits filed as cytotoxic; KB-V1 MDR cells viability, CellTiter-Glo, 72 h; note: potency is the fitted concentration of half-maximal effect; % is set by controls: 0 for no effect and ±100 for the full control effect; nearly all actives have a fitted effect of over 60% in size
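Drug-selected KB-V1 cells, grown in DMEM lacking phenol red with 10% FBS, receive compound titrations; after three days at 37 degrees C, surviving cell ATP is quantified by CellTiter-Glo luminescence and responses normalized and curve-fitted.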
HT1080 IDH1KD tx: toxicity to HT-1080 IDH1 knockdown cells (counter line) | Potency, µM (top dose mostly 46.1 µM), without a hit: at the highest dose activity, negative = toxicity, usual class: cytotoxic | 360,000 tested, 2% active | HT-1080 IDH1 knockdown viability, ATP luminescence, 48 h;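 note: potency is the fitted concentration of half-maximal effect; 0% = DMSO wells and -100% = cell-free medium wells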
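Cytotoxicity counter-line: IDH1KD HT-1080, 48 h, CellTiter-Glo. Curves classed by r2, magnitude and activity.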
WRN helicase inh: blocks human WRN helicase | Q14191 | WRN helicase unwinding, fluorescent forked duplex, kinetic | Potency, µM (series often up to 114 µM), for the others: top-dose activity change, negative = inhibition, usual class: inhibitors | 360,000 tested, 0.46% active; note: potency is the fitted concentration of half-maximal effect; % is set by controls: 0 for no effect and ±100 for the full control effect; nearly all actives have a fitted effect of over 55% in size
Target sequence (Q14191 whole entry, looked up): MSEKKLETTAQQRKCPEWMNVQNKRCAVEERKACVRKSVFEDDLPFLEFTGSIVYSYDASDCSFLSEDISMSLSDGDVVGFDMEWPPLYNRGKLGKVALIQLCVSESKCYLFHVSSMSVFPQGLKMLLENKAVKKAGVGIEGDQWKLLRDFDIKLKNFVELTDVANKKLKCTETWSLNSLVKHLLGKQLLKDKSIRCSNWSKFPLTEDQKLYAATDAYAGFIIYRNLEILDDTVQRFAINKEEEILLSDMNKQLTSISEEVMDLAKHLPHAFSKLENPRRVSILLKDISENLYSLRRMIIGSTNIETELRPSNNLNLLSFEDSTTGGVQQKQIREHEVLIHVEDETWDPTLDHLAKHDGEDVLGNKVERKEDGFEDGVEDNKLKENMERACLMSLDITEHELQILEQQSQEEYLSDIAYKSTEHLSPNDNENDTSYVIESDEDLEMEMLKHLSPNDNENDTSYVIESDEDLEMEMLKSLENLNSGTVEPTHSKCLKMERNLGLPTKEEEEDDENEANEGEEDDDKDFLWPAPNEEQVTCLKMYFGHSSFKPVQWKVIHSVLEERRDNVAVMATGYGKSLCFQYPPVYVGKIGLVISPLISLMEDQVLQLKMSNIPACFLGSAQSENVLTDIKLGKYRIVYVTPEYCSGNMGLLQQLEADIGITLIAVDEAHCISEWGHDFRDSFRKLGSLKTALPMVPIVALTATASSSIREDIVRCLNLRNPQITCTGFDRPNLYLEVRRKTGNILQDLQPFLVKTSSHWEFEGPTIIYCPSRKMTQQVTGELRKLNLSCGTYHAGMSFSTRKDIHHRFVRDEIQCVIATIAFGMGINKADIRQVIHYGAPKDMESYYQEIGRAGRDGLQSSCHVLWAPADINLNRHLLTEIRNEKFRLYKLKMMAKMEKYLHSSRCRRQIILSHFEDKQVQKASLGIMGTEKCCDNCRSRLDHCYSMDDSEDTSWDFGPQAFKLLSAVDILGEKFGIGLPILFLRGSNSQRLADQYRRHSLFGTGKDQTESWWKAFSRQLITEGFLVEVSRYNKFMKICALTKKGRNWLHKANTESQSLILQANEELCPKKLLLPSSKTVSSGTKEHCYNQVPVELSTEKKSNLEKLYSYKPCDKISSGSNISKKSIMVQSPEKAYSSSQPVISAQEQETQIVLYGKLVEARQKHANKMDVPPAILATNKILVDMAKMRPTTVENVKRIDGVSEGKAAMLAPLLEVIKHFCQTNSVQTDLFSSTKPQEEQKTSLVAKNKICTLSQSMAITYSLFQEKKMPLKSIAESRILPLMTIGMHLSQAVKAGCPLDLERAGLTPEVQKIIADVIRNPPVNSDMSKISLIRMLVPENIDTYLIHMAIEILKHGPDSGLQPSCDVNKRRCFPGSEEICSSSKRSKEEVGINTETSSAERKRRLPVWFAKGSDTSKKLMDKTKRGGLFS
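Enzyme (20 nM final) and test compound sit together 15 min at room temperature before substrate addition. Substrate is a single-forked duplex oligonucleotide (100 nM) labelled with fluorophore and quencher, with 2 mM ATP; helicase unwinding raises red fluorescence, read kinetically.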
MCF10A rerep: induces DNA re-replication in MCF 10a normal breast cells. MCF 10A DNA re-replication, Hoechst nuclear intensity, 48 h. Potency, µM (doses to about 46.1 µM), for the others: at the top dose activity, positive = re-replication, usual class: activators. 350,000 tested, 2.9% active. AID 624296; note: potency is the fitted concentration of half-maximal effect; % of control where 0% means no effect; nearly all actives have a fitted effect of over 50% in size
ATXN2 expr inh: reduces ATXN2 reporter expression in HEK-293 cells | AID 1745845 | Potency, µM (titrated, usually from 57 µM), for the others: at the top dose activity change, negative = inhibition, actives largely listed as inhibitors | 360,000 tested, 0.72% active | HEK-293 ATXN2-luciferase reporter, luminescence, 24 h; note: potency is the fitted concentration of half-maximal effect; % is set by controls: 0 for no effect and ±100 for the full control effect; nearly all actives have a fitted effect of over 55% in size
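ATXN2-luciferase reporter cells (luciferase flanked by upstream and downstream ATXN2 gene portions) were treated 24 h at 37 °C with compounds at up to 57 uM. SteadyGlo luminescence gave expression; GF-AFC fluorescence gave viability.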
SW480 rereplic: DNA re-replication induction in SW480 cells | SW480 DNA re-replication, Hoechst DNA content imaging, 48 h | Potency, µM (series often up to 46.1 µM), for the others: at the highest dose re-replication activation, usual class: activators | 340,000 tested, 1.8% active | AID 624297; note: potency is the fitted concentration of half-maximal effect; % of control where 0% means no effect; nearly all actives have a fitted effect of over 55% in size
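Compounds, transferred as 23 nL by pin tool, were incubated with cells for 48 hr; DNA content per nucleus was then quantified by Hoechst staining and fluorescence plate imaging.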
An asterisk follows results filed as active; ? = inconclusive; . = not tested or not shown; [ ] = another dose, or the depositor's remark. Unless noted, calls come from the whole dose curve; as a rule, active = well fitted curve in the direction sought with a large enough effect; inconclusive = small, poorly fitted or top-dose-only effect, or another doubt; inactive = no such curve, though single readings can be large; an effect the other way counts as inactive or inconclusive.

1: CCc1cccc2sc(N3CCN(C(=O)c4ccc([N+](=O)[O-])o4)CC3)nc12
2: CC1CCCC(NC(=O)COC(=O)COc2ccc(Br)cc2)C1C (configuration not stated)
3: CS(=O)(=O)NCCCNc1c(Cl)cccc1[N+](=O)[O-]
4: COc1cccc(NC(=O)CCCn2nc(C)c3c(C)n(-c4ccccc4)nc3c2=O)c1
5: O=C(COC(=O)Cc1ccccc1F)Nc1cccc(S(=O)(=O)NC2=NCCCCC2)c1
6: CCCCOc1ccc(/C=C/C(=O)Nc2ccc(C(N)=O)cc2)cc1
7: Cc1ccccc1C(=O)Nc1cccc(NC(=O)c2ccc(-c3ccc(Br)cc3)o2)c1
8: O=C1/C(=C/c2ccco2)SC(=S)N1CCC(=O)N1CCCCC1CCO (configuration not stated)

entry no.,1,2,3,4,5,6,7,8
IL1B secr inh,-102.9*,19.5,-28.2,-10.2,6.3,11.7,20.7,-75.8*
KB-3-1 tox,?,-1.8%,2.4%,0.9%,-4.8%,8.2%,-16.4%,?
HT1080-NT tox,-24.6%,5.2%,-2.8%,-0.9%,-1.3%,19.7%,-19.1%,-7.1%
KB-V1 cytotox,?,27.4%,10.1%,-3.0%,-2.7%,?,-17.9%,0.0%
HT1080 IDH1KD tx,?,-1.8%,2.8%,2.8%,-0.5%,-0.3%,-14.9%,-1.8%
WRN helicase inh,-4.5%,-0.4%,-10.5%,0.7%,2.4%,-27.6%[57.1 µM],-1.5%,56.2µM*
MCF10A rerep,3.66µM*,-8.6%,7.1%,3.8%,9.2%,1.1%,?,-6.9%
ATXN2 expr inh,?,-2.9%,-9.3%,13.8%,-6.9%,1.5%,-24.7%,.
SW480 rereplic,?,7.7%,-5.9%,?,0.1%,-7.5%,21.5%,-1.8%

Fetched by structure from the list above, 2 records:
4: COc1cccc(NC(=O)CCCn2nc(C)c3c(C)n(-c4ccccc4)nc3c2=O)c1
3: CS(=O)(=O)NCCCNc1c(Cl)cccc1[N+](=O)[O-]

entry no.,4,3
IL1B secr inh,-10.2,-28.2
KB-3-1 tox,0.9%,2.4%
HT1080-NT tox,-0.9%,-2.8%
KB-V1 cytotox,-3.0%,10.1%
HT1080 IDH1KD tx,2.8%,2.8%
WRN helicase inh,0.7%,-10.5%
MCF10A rerep,3.8%,7.1%
ATXN2 expr inh,13.8%,-9.3%
SW480 rereplic,?,-5.9%

The results go on.
9: S=C(NCc1cccnc1)Nc1ccc(Oc2ccc(Cl)cc2)cc1
10: CC(C)OP(=O)(OC(C)C)C(Nc1cccc(C(=O)O)c1)c1ccccc1 (configuration not stated)
11: CC(C)NC(=O)c1cc(C2CCCCN2S(=O)(=O)c2cccs2)on1 (configuration not stated)
12: CCCNC(=O)Cc1c(C)oc2ccccc12
13: CCOC(=O)C1=C(C)NC2=C(C(=O)C(C(=O)OCC)C(c3ccc(OC)cc3)C2)C1c1ccccn1 (configuration not stated)
14: O=C1[C@H]2[C@@H](c3ccc(C(F)(F)F)cc3)N[C@]3(CCCN(Cc4ccc(Cl)cc4)C3=O)[C@H]2C(=O)N1Cc1ccccc1
15: O=S(=O)(c1ccc(Cl)s1)N1CCCCC1
16: CC1CCCCC1NC(=O)COC(=O)C12CC3CC(CC(Cl)(C3)C1)C2 (configuration not stated)

entry no.,9,10,11,12,13,14,15,16
IL1B secr inh,-18.1,5.5,14.7,-18.7,3.5,?,-9.4,8.1
KB-3-1 tox,?,8.8%,0.0%,-1.3%,-3.3%,?,10.1%,5.2%
HT1080-NT tox,?,9.6%,1.8%,15.3%,15.8%,-17.1%,-4.9%,4.4%
KB-V1 cytotox,?,22.1%,-3.7%,8.8%,11.3%,?,-14.3%,1.2%
HT1080 IDH1KD tx,?,20.0%,3.1%,13.8%,6.0%,?,12.5%,14.8%
WRN helicase inh,?,-7.4%,-1.3%,2.3%,-4.6%,-2.9%,-4.5%,-1.4%
MCF10A rerep,?,-14.0%,.,3.8%,?,.,-2.2%,-33.5%[inhibitor]
ATXN2 expr inh,?,2.1%,-8.8%,2.7%,8.4%,-7.0%,-5.1%[11.3 µM],9.5%
SW480 rereplic,-2.1%,0.0%,.,1.4%,?,.,-16.7%,-34.7%[inhibitor]

17: OC(COc1ccc2c(c1)OCO2)CN1CCCCC1 (configuration not stated)
18: CC1(NC(=O)Cc2csc(-c3cccc(Cl)c3)n2)CCS(=O)(=O)C1 (configuration not stated)
19: CCN1CCN(C(c2cccs2)C(C)NC(=O)c2ccco2)CC1 (configuration not stated)
20: CCn1c(SCC(=O)N2CCCc3ccccc32)nnc1-c1ccoc1C
21: Cc1cc(C)nc(Nc2ncc(O)n2-c2ccccc2)n1
22: C[C@H](NC(=O)c1ccc(Cl)cc1)C(=O)OCn1nnc2ccccc2c1=O
23: COC(=O)C1=CN(C2CC2)C=C(C(=O)OC)C1c1ccc(C(F)(F)F)cc1
24: CC1(c2cccc3ccccc23)OC(=O)c2ccccc21 (configuration not stated)

entry no.,17,18,19,20,21,22,23,24
IL1B secr inh,4.4,1.0,-0.5,?,17.6,3.3,16.0,-15.7
KB-3-1 tox,7.9%,-0.7%,-3.4%,0.6%,13.4%,.,5.6%,?
HT1080-NT tox,-20.5%,-0.1%,8.4%,2.1%,-1.3%,-3.5%,16.3%,-3.7%
KB-V1 cytotox,29.3%,-2.8%,?,-16.9%,13.6%,.,-0.3%,18.4µM*
HT1080 IDH1KD tx,3.8%,0.7%,0.2%,-2.9%,10.3%,-3.9%,7.2%,?
WRN helicase inh,0.6%,4.5%,-0.5%,1.5%,-4.4%,-14.4%,2.3%,-27.8%
MCF10A rerep,5.0%,-8.8%,3.0%,-1.8%,?,?,?,?
ATXN2 expr inh,16.3%,.,6.3%,-3.4%,-1.0%,?,-6.6%,9.2%
SW480 rereplic,-0.6%,-10.1%,-10.0%,2.0%,-0.9%,-7.1%,?,11.2%

25: Cc1csc(NC(=O)CSc2nnc(NC(=O)C3CC(=O)N(c4ccccc4)C3)s2)n1 (configuration not stated)
26: O=C1OC2(c3ccccc31)c1ccccc1-c1ccccc12
27: O=C(Cn1nnc(-c2ccc(CN3CCOCC3)cc2)n1)N1CCCc2ccccc21
28: Cc1c(OCC(=O)C(C)(C)C)ccc2c(-c3ccccc3)cc(=O)oc12
29: O=c1cc(N2CCN(Cc3ccccc3)CC2)[nH]c(=O)n1-c1cccc(C(F)(F)F)c1
30: Cc1ccc(NC(=S)N2CCC(c3ccc(C)cc3)C2)cc1 (configuration not stated)
31: CCc1ccc(NC(=O)CSc2nc(N)c(NC(=O)c3ccc(F)c(F)c3)c(=O)[nH]2)cc1
32: O=C(CCC(=O)N1CCN(c2ccc(F)cc2)CC1)c1ccccc1

entry no.,25,26,27,28,29,30,31,32
IL1B secr inh,8.7,-3.7,23.5,-63.5*,9.1,-16.5,1.8,-17.9
KB-3-1 tox,-0.1%,?,0.0%,2.7%,6.7%,0.0%,13.5%,2.7%
HT1080-NT tox,4.2%,-25.8%,2.2%,3.1%,-19.9%,0.4%,5.4%,5.1%
KB-V1 cytotox,24.9%,?,?,-5.9%,-25.3%,0.0%,3.3%,-5.6%
HT1080 IDH1KD tx,7.7%,?,-1.1%,-5.7%,-1.9%[9.24 µM],0.2%,15.0%,3.0%
WRN helicase inh,-2.9%,-26.9%,4.2%,-3.3%,-11.6%[57.1 µM],-2.3%,-30.9%,0.7%
MCF10A rerep,4.1%,?,5.1%,?,-4.2%,-1.2%,-1.6%,0.7%
ATXN2 expr inh,7.2%,-13.1%,10.6%,9.6%,11.4%,.,5.9%,6.1%
SW480 rereplic,-2.5%,?,-4.7%,-0.3%,-10.8%,0.1%,3.2%,2.2%

33: CN1CCN(c2ccc(-c3ccnn3C(=O)Nc3ccccc3)cc2)CC1
34: Cc1nonc1-c1csc(N)n1
35: Cc1cc(C)c(S(=O)(=O)N2CCCC(C(=O)NCc3ccccn3)C2)c(C)c1 (configuration not stated)
36: CCN(c1ccc(OC)cc1)c1ncnc2nc[nH]c12
37: CCCc1cc(=O)[nH]c(N/N=C/C=C\c2ccccc2)n1
38: N#CC(Cc1cc2ccccc2n1S(=O)(=O)c1ccccc1)OCc1ccccc1 (configuration not stated)
39: Cc1ccc(C(=O)n2cnc3ccccc32)cc1C
40: O=C(CCC1CCCCC1)NCc1cccs1

entry no.,33,34,35,36,37,38,39,40
IL1B secr inh,-29.6,8.6,2.8,-18.3,-17.2,-14.9,-4.5,-9.9
KB-3-1 tox,10.7%,23.2%,9.5%,0.4%,-4.1%,-6.1%,-5.1%,-5.2%
HT1080-NT tox,7.5%,0.0%,-0.4%,-6.0%,10.7%,7.9%,4.3%,8.2%
KB-V1 cytotox,28.5%,-14.2%,-10.2%,-0.5%,-6.0%,-23.6%,-3.8%,4.3%
HT1080 IDH1KD tx,12.4%,24.8%,-12.9%,2.1%,25.2%,6.3%,-1.2%,8.4%
WRN helicase inh,-15.1%,-0.8%,-0.7%,4.6%,-34.4%,1.6%,-15.5%,-4.8%
MCF10A rerep,11.3%,-2.7%,-3.3%,1.7%,1.8%,-1.6%,-3.6%,5.4%
ATXN2 expr inh,10.4%,1.6%,1.3%,10.0%,7.9%[11.3 µM],10.6%,-6.6%,6.2%
SW480 rereplic,-8.3%,-4.6%,-7.8%,-14.0%,-4.9%,15.5%,4.4%,-1.5%
